# M. tuberculosis = growth inhibition of non-replicating M. tuberculosis (AID 488890) | Mycobacterium tuberculosis non-replicating, growth inhibition; higher % means a stronger effect | inhibition, % at 25 µM; hits with a dose series show IC50 in µM | 0.39% of 320,000 active; in the data active = a potency from the dose series; inconclusive = inhibition mostly from about 82% at the one dose, without a potency; inactive = the rest, 99 in 100 with inhibition below about 76%;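 note: plate controls were DMSO cells for no effect and high antibiotic wells for full effect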
# H1N1 NS1A inhibition = H1N1 influenza NS1A inhibitors, functional cell based assay (AID 504329); NS1A functional cell-based assay, percent inhibition; higher % means a stronger effect; inhibition, % at 12.5 µM, or IC50 in µM where a hit was titrated; 0.3% of 340,000 active; in the data active = a potency from the dose series; inconclusive = inhibition above about 27% without an active follow-up result; note: strong numbers were not always called active
# Salmonella PhoP GFP = PhoP regulon inhibitors, Salmonella typhi PhoP promoter GFP reporter, confirmatory (AID 1850). Salmonella Typhi PhoP-promoter GFP reporter, fluorescence, 4 h; higher % means a stronger effect. one-dose inhibition, % at 50 µM; IC50 in µM for titrated hits. 0.33% of 310,000 active; in the data active = a potency from the dose series; inconclusive = inhibition mostly from about 25% at the one dose, without a potency; inactive = the rest, 99 in 100 with inhibition below about 19%;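 note: 0% = induced wells with vehicle and 100% = uninduced wells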
# inhibitors of VEEV = inhibitors of VEEV TC-83 cytopathic effect, confirmation, Vero cells (AID 588727) | Vero cells, VEEV TC-83 cytopathic effect inhibition; higher % means a stronger effect | inhibition, % at 20 µM, or IC50 in µM where a hit was titrated | 0.13% of 350,000 active; in the data active = a potency from the dose series; inconclusive = inhibition mostly from about 14% at the one dose, without a potency; inactive = the rest, 99 in 100 with inhibition below about 12%; note: strong numbers were not always called active
# H37Rv inhibition = M. tuberculosis growth inhibition, HTS (AID 449762); M. tuberculosis H37Rv growth inhibition, 7H9 media; higher % means a stronger effect; inhibition, % at 25 µM; hits with a dose series show IC50 in µM; 0.59% of 330,000 active; in the data active = a potency from the dose series; inconclusive = inhibition above about 70% without an active follow-up result;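 note: bacterial growth assessed after seven days of incubation; strong numbers were not always called active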
# inhibitors of VEEV 10K pilot screen = recorded beside inhibitors of VEEV, whose call it bears; inhibition, %; measured here: 10K pilot screen inhibition
# The depositor's hits bear a star; i = inactive; ? = inconclusive; / = not tested or not shown.
SMILES,M. tuberculosis,H1N1 NS1A inhibition,Salmonella PhoP GFP,inhibitors of VEEV,H37Rv inhibition,others
C=CCN1CCN(C(=O)c2cc3c(s2)CCC(CC)C3)CC1 (stereo not drawn),25%,3%,-7%,0.3%,-6%,
C/C(N)=C(\C#N)C(=O)NCc1ccccn1,34%,5%,3%,0.4%,3%,
COCCSc1nnc(-c2cccc(C#N)c2)n1C,-2%,9%,2%,i,-13%,
CN(C)S(=O)(=O)N1CCC(Oc2ccc(C(=O)N3C[C@H]4CC[C@H]3C4)cc2)CC1,-7%,-10%,-5%,4.6%,-3%,
O=C(O)/C(=C1/OC(=O)c2ccccc21)c1ccccc1,8%,-6%,-6%,7.9%,-3%,
COCCNC(=O)/C(C#N)=C/c1ccc(C(=O)O)cc1,-14%,-5%,-3%,3.3%,0%,
O=C(COC(=O)C1CCC1)Nc1ccc(Cl)cn1,22%,0%,/,0.3%,-3%,
Cc1cc(C)c2c(c1)c(C)cc1nnc(SCC(=O)c3cccs3)n12,7%,-9%,1%,i,-3%,
CCc1ccc(C(=O)NNC(=O)CCc2nc3ccccc3c(=O)[nH]2)cc1,19%,-10%,9%,4.7%,-2%,
COC(C(=O)Nc1ccccc1F)c1ccccc1 (stereo not drawn),-1%,-4%,2%,6.4%,-2%,
COc1ccc(Nc2nc(Cl)nc(Nc3ccc(OC)cc3)n2)cc1,9%,5%,1%,1.2%,-2%,
CCCOc1ccc(CSc2nc3ccccc3[nH]2)cc1,?,3%,2%,i,?,

# 5 records picked at random from the list so far:
SMILES,M. tuberculosis,H1N1 NS1A inhibition,Salmonella PhoP GFP,inhibitors of VEEV,H37Rv inhibition,others
Cc1cc(C)c2c(c1)c(C)cc1nnc(SCC(=O)c3cccs3)n12,7%,-9%,1%,i,-3%,
C=CCN1CCN(C(=O)c2cc3c(s2)CCC(CC)C3)CC1 (stereo not drawn),25%,3%,-7%,0.3%,-6%,
O=C(COC(=O)C1CCC1)Nc1ccc(Cl)cn1,22%,0%,/,0.3%,-3%,
CCc1ccc(C(=O)NNC(=O)CCc2nc3ccccc3c(=O)[nH]2)cc1,19%,-10%,9%,4.7%,-2%,
COC(C(=O)Nc1ccccc1F)c1ccccc1 (stereo not drawn),-1%,-4%,2%,6.4%,-2%,

# (list continues)
SMILES,M. tuberculosis,H1N1 NS1A inhibition,Salmonella PhoP GFP,inhibitors of VEEV,H37Rv inhibition,others
COc1cc(S(=O)(=O)NCc2ccc3c(c2)OCO3)c(OC)cc1C,22%,-3%,-7%,0.4%,2%,
COc1ccc(N2CCN(c3ccc(N4C(=O)COCC4=O)cc3[N+](=O)[O-])CC2)cc1,4%,13%,-5%,i,3%,
C=CCc1c(C)nc(-c2ccccc2)nc1N/N=C/c1ccncc1,23%,-14%,0%,7.7%,6%,
O=C(O)CCCCCNC(=O)Cn1nnc2ccccc2c1=O,-2%,9%,2%,0.3%,-10%,
O=C(N/N=C/c1cccs1)c1cccnc1,?,/,7%,1.8%,2%,
COc1ccccc1N(CC(=O)NC1CCCC1)C(=O)C1(C)CC(=O)N=C2C=CC(C)=CN21 (stereo not drawn),13%,7%,-2%,1.3%,1%,
Cc1ccc(C2N(c3cccc(Cl)c3)C(=O)N3CCCN23)cc1 (stereo not drawn),13%,2%,2%,3.6%,-7%,
CN(CC(=O)Nc1cc(Cl)ccc1Cl)C1CCS(=O)(=O)C1 (stereo not drawn),-12%,-7%,/,i,-15%,
CCOC(=O)c1ccc(NC(=O)c2ccccc2)cc1,17%,1%,5%,1.3%,3%,
Cc1ccc(SC(C)C(=O)Nc2ccc(S(=O)(=O)N3CCOCC3)cc2)cc1 (stereo not drawn),9%,-9%,-5%,i,-2%,
Clc1ccc(CSc2nnc(-c3ccc4c(c3)OCO4)o2)cc1,77%,-5%,16%,2.6%,22%,
Cc1c2cnn(CC(=O)NCCCN3CCCCC3)c(=O)c2c(C)n1Cc1ccccc1,37%,-1%,1%,i,-17%,inhibitors of VEEV 10K pilot screen=0.0
CCOc1ccc(C(C(=O)NC2CCCC2)N(C(=O)c2snc(C(N)=O)c2N)c2cccc(O)c2)cc1 (stereo not drawn),47%,8%,-2%,9.6%,-1%,
CCOC(=O)c1oc2ccc(S(=O)(=O)n3nc(-c4ccc(OC)cc4)cc3N)cc2c1C,/,1%,12%,5.7%,0%,
CCCN(CC(=O)Nc1ccc(C(N)=O)cc1)CC(=O)Nc1ccccc1C,49%,-5%,4%,9.9%,7%,
CCS(=O)(=O)N1CCC(C(=O)NCc2ccc(OC)cc2OC)CC1,4%,6%,13%,0.5%,1%,
Cc1c(C(=O)N/N=C/c2cccnc2)sc(=S)n1C,-1%,-2%,-3%,1.7%,-10%,
O=C(CSc1nnc2ccccn12)NC(=O)Cc1ccccc1,-14%,2%,6%,2.4%,-11%,
Cn1ccnc1SCc1cccc([N+](=O)[O-])c1,-1%,10%,5%,0.2%,4%,
Cn1c(C(C#N)C(=O)c2ccco2)nc2ccccc21 (stereo not drawn),?,-2%,2%,9.1%,?,
CC(Cc1ccccc1)NC(=O)c1cc([N+](=O)[O-])ccc1Cl (stereo not drawn),-8%,-20%,3%,2.7%,3%,
O=C(NCc1cccc(F)c1)c1noc2c1CCCC2,-12%,2%,-10%,i,-2%,
CC(=O)N1CCN(C(=O)Cn2c(=O)oc3ccccc32)CC1,-8%,-1%,3%,9.0%,-4%,
CC(CCc1ccccc1)NC(=O)CSc1ccccn1 (stereo not drawn),30%,4%,-3%,i,0%,
O=[N+]([O-])c1cc([N+](=O)[O-])c(Oc2cc(Cl)ccc2Cl)cc1NC1CCCCCCC1,3%,-5%,-34%,0.5%,-4%,
CCOC(=O)C1=CN(Cc2ccco2)S(=O)(=O)N(CC)C1c1ccc(F)c(Cl)c1 (stereo not drawn),/,-7%,/,1.8%,/,
COc1ccccc1NNC(=O)c1cc(C(C)(C)C)nn1Cc1ccccc1,8%,1%,9%,13%,?,
O=C(CCc1nnc(CCC2CCCCC2)o1)NCc1ccon1,26%,7%,-8%,0.8%,-5%,
CCN(CC)CCCn1c2c(c(SCC(=O)N3CCCc4ccccc43)nc1=O)CCC2,1%,-13%,7%,i,-2%,
O=C(Cn1cnc(S(=O)(=O)N2CCOCC2)c1)Nc1ccc(OC(F)(F)F)cc1,2%,-63%,-9%,i,4%,
COc1cc(NC(=O)C(=O)N2CCN(C)CC2)c(OC)cc1Cl,-14%,0%,-14%,0.7%,6%,
CC1CCN(S(=O)(=O)c2cc([N+](=O)[O-])ccc2Cl)CC1,37%,6%,8%,0.7%,13%,
COC(=O)c1c(NC(=O)CN2CCCc3ccccc32)sc(C)c1C,11%,-12%,-2%,0.1%,9%,
c1ccc(CNc2nc(NCc3ccco3)nc(N3CCOCC3)n2)cc1,9%,-6%,1%,2.2%,2%,
CC(Oc1ccc(Br)cc1)C(=O)Nc1nc(-c2ccccn2)cs1 (stereo not drawn),?,1%,-8%,>25µM*,?,
COC(=O)c1cc(CNC(=O)c2ccccc2Cl)ccc1OC,0%,4%,-3%,0.1%,4%,
Cc1ccn2c(-c3n[nH]c(=S)n3C)c(C)nc2c1,20%,7%,-6%,0.2%,0%,
CN(CC(=O)O)S(=O)(=O)c1cc(Cl)ccc1Cl,0%,10%,-6%,0.1%,-11%,
c1ccc(-c2ccnc3nc(-n4cccc4)nn23)cc1,14%,19%,4%,1.8%,-2%,
Cc1nnc(SCC(=O)Nc2nc3ccccc3s2)n(N)c1=O,0%,7%,0%,0.5%,-7%,
COc1ccc(-c2c(-c3ccsc3)oc3ccc(N4CCOCC4)cc23)cc1,-2%,8%,5%,1.8%,38%,
COc1ccc(-c2nnc(SCC(=O)N3CCOCC3)o2)cc1,36%,5%,6%,3.4%,-1%,
Cc1nn(-c2ccccc2)c2sc(C(=O)n3cccn3)cc12,8%,2%,0%,1.6%,-4%,
CCc1c(O)cc(=O)n(-c2ccccc2)c1-c1ccccc1,19%,-2%,-13%,i,4%,
O=C(CSc1ncccn1)NC1CCCc2ccccc21 (stereo not drawn),-8%,-2%,3%,0.1%,-5%,
O=C(Nc1nnc(-c2ccccc2SCc2ccccc2)s1)Nc1ccccc1F,13%,10%,-9%,0.4%,1%,
Cc1cc2oc(=O)cc(CN(C)Cc3cccc(F)c3)c2cc1C,/,-14%,-9%,2.6%,10%,
CCOC(=O)C(=O)C1=CN(Cc2ccccc2)C=C(C#N)C1,-11%,0%,-2%,5.5%,1%,
COc1ccc(CC(=O)NCc2cccc(CNC(=O)Cc3ccc(OC)c(OC)c3)c2)cc1OC,4%,-7%,-7%,0.0%,5%,
CCN(c1cccc(C)c1)c1ncnc2nc[nH]c12,/,-2%,/,1.7%,-2%,
COC(=O)c1c(NC(=O)C(C)C)sc2c1C(C(=O)OC)CC2 (stereo not drawn),-6%,9%,9%,i,-5%,
COc1ccc(C(=O)Nc2cccc(C(=O)N3CCCC3)c2)cc1,5%,-3%,6%,3.7%,-9%,
O=C(C1CCN(C2CC(=O)N(c3ccc(F)cc3)C2=O)CC1)N1CCOCC1 (stereo not drawn),19%,0%,-3%,0.6%,0%,
O=C(NCCc1c[nH]c2ccccc12)/C(=C/c1cccnc1)NC(=O)c1ccco1,7%,-2%,3%,0.7%,-1%,
CCN(CC)S(=O)(=O)c1ccc(NC(=S)Nc2ccccc2)cc1,55%,-11%,4%,0.5%,-3%,
CCOC(=O)c1c[nH]c2c(C)ccc(Cl)c2c1=O,6%,7%,-16%,0.6%,28%,
COc1ccccc1C(=O)Nc1ccc(C(=O)c2ccccc2)cc1,20%,-8%,-4%,?,?,
COc1ccc(-c2csc(NC(=O)CN3C(=O)NC4(CCCC4)C3=O)n2)cc1,-12%,1%,-2%,i,3%,
CCCOc1ccccc1OCC(=O)Nc1ccc(S(=O)(=O)N2CCCC2)cc1,10%,-15%,3%,10%,-6%,
Cc1ccc(CNC(=O)C2CCCN(S(=O)(=O)c3ccc(F)cc3)C2)cc1 (stereo not drawn),-10%,15%,-1%,0.3%,0%,
# The list continues.
SMILES,M. tuberculosis,H1N1 NS1A inhibition,Salmonella PhoP GFP,inhibitors of VEEV,H37Rv inhibition,others
O=C(Cc1ccccc1Cl)NCc1cccnc1,-3%,-14%,-7%,i,2%,
Nc1ccc2c(c1)Cc1cc(N)c(Cl)cc1-2,/,13%,/,2.5%,/,
CCCC(=O)Nc1nc(-c2ccc(Cl)s2)cs1,17%,-4%,2%,2.3%,2%,
Fc1ccc(CNc2ncnc3cc(Cl)ccc23)cc1,8%,-12%,-3%,i,9%,
CCCCn1nnc(NC(=O)c2ccc(-c3ccccc3[N+](=O)[O-])o2)n1,15%,3%,-6%,1.4%,-4%,
COC(=O)c1ccc(CN=C(NS(=O)(=O)c2ccccc2)c2ccccc2)cc1,23%,-6%,/,6.8%,-1%,
Cc1nc(NCCc2cnc[nH]2)c2oc3ccccc3c2n1,2%,-5%,-2%,0.8%,1%,
COc1ccc(C2=NN(C(=O)CN3CCCCC3)C(c3ccc(OC)cc3)C2)cc1 (stereo not drawn),37%,-17%,5%,0.4%,5%,
O=C(/C=C/c1ccc(Cl)cc1)N1CCN(c2ccc([N+](=O)[O-])c(N3CCOCC3)c2)CC1,27%,11%,-1%,7.4%,-5%,
O=C(Cn1ccc(NC(=O)OCc2ccccc2)nc1=O)NCc1nc2ccccc2[nH]1,-16%,4%,/,0.4%,-8%,
CC(=O)N(C(C)=O)n1c(/C=C/c2cccc([N+](=O)[O-])c2)nc2ccccc2c1=O,4%,0%,12%,0.7%,-11%,
CCOc1cc(N2CCOCC2)c(OCC)cc1NC(=O)Cc1cccc(OC)c1,31%,6%,-5%,5.4%,-4%,
CC12CCC(C(=O)NNc3ccc([N+](=O)[O-])cc3)(CC1=O)C2(C)C (stereo not drawn),15%,-2%,-8%,i,?,
O=C(COC(=O)C1CC(=O)N(CCc2ccccc2)C1)c1ccc[nH]1 (stereo not drawn),5%,-12%,/,1.4%,5%,
O=C(Nc1ccc2c(c1)OCO2)c1ccc(Br)c(S(=O)(=O)N2CCCC2)c1,45%,0%,-10%,7.0%,-4%,

# 3 structures from above, ordered by molar mass, rising.
SMILES,M. tuberculosis,H1N1 NS1A inhibition,Salmonella PhoP GFP,inhibitors of VEEV,H37Rv inhibition,others
CCCC(=O)Nc1nc(-c2ccc(Cl)s2)cs1,17%,-4%,2%,2.3%,2%,
Fc1ccc(CNc2ncnc3cc(Cl)ccc23)cc1,8%,-12%,-3%,i,9%,
COc1ccc(C2=NN(C(=O)CN3CCCCC3)C(c3ccc(OC)cc3)C2)cc1 (stereo not drawn),37%,-17%,5%,0.4%,5%,
